Screening results: PubChem, several laboratories
RGS8-Gao reg: regulators of human RGS8-Galphao interaction; multiplexed bead flow cytometry, RGS8-Galphao binding; actives lie on both sides; 0.34% of 220,000 active; response (percent of control binding), % at 10 µM; AID 1423; in the data active = response below about 60% or above about 140%; inactive = in between;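 also: Galphao activated as the GDP aluminium fluoride complex binding bead-coupled RGS8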
Bfl-1 Bim block: disrupts Bim binding to human Bfl-1; Q16548; Bead-based flow cytometry, Bim-Bfl-1 binding inhibition; inhibition, % at 10 µM; 0.12% of 190,000 active; AID 1008;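 also: 0% = wells without compound plus tracer and 100% = blocker peptide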
Bim-Bcl-B: human Bim-Bcl-B interaction inhibition | Q9HD36 | bead-based flow cytometry, Bim peptide-Bcl-B binding | inhibition, % at 10 µM | 0.073% of 190,000 active | AID 951;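 also: 0% = tracer peptide without compound and 100% = reference inhibitor peptide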
Target sequence (Q9HD36 whole entry, looked up): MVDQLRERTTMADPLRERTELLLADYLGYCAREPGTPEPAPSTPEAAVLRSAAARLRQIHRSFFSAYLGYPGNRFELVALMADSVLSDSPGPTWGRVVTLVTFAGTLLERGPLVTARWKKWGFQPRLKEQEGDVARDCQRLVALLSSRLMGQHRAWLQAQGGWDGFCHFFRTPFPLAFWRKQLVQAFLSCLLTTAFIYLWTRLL
RGS7-Gao reg: human RGS7-Galphao interaction regulation; P09471; Multiplexed bead flow cytometry, RGS7-Galphao binding; actives lie on both sides; binding response (% of control), % at 10 µM; 0.35% of 220,000 active; in the data active = binding response below about 49% or above about 150%; inconclusive = no clear call, values can overlap the other calls; inactive = in between;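 also: fluorescent Galphao held in activated GDP-AlF4 state binding bead-coupled RGS7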
Bim-Bcl-W: disrupts Bim peptide binding to human Bcl-W | Q92843 | bead-based flow cytometry | inhibition, % at 10 µM | 0.02% of 190,000 active | AID 952;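 also: 0% = bound tracer without compound and 100% = peptide blocker; higher means less fluorescent Bim peptide bound to Bcl-W beads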
Target sequence (Q92843 whole entry, looked up): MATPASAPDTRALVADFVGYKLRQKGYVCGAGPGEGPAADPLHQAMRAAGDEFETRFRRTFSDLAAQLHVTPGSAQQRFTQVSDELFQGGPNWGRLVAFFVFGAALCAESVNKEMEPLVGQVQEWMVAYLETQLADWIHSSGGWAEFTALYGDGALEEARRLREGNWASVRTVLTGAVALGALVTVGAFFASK
GSH fluor: GSH bead compound fluorescence profile. GSH beads flow cytometry, compound fluorescence 488/530 nm; active compounds read high. fluorescence (KMESF) at 10 µM. 0.25% of 190,000 active; in the data active = fluorescence above about 89;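 also: glutathione beads carrying GST-tagged Bcl family fusion proteins plus one bare bead set; values are compound well signal with DMSO vehicle wells as background; inactives centre near 16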
Bcl-2 Bim block: inhibitors of Bim-Bcl-2 interaction, human; Bead-based flow cytometry, Bim peptide-Bcl-2 binding; inhibition, % at 10 µM; 0.06% of 190,000 active; in the data active = inhibition above about 40%; inconclusive = no clear call, values can overlap the other calls;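 also: 0% = no compound wells with probe peptide and 100% = reference peptide inhibitor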
Target sequence (P10415 whole entry, looked up): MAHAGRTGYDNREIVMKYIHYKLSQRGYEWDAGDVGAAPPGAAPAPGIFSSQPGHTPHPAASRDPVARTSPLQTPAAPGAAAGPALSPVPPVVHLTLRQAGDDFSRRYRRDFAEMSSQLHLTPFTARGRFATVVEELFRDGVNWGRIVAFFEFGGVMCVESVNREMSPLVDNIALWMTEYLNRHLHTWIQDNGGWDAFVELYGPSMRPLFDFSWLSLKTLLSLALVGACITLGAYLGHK
Mcl-1 Bim block: inhibitors of Bim-Mcl-1 interaction, human; Q07820; Bead-based flow cytometry, Bim peptide-Mcl-1 binding; inhibition, % at 10 µM; 0.1% of 190,000 active;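 also: 0% = no compound tracer wells and 100% = peptide blocker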
Mcl1-Bid inh: disrupts binding of human Mcl-1 to Bid peptide | Q07820 | TR-FRET Mcl-1/Bid-Dy647 peptide binding, 1536-well | inhibition, % at 21.7 µM | 0.97% of 220,000 active | AID 1021;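 active = compounds that cut the binding signal by more than half at the single screening dose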;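 also: His-tagged Mcl-1 with europium anti-His antibody binding Bid BH3 peptide; 0% = Mcl-1 plus peptide wells and 100% = peptide-only wells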
RGS4-Gao reg: human RGS4-Galphao interaction regulation | Multiplexed bead flow cytometry, RGS4-Galphao binding; actives lie on both sides | binding response (% of control), % at 10 µM | 0.33% of 220,000 active; in the data active = binding response below about 49% or above about 150%; inactive = in between;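 also: fluorescent Galphao activated with aluminum fluoride binding bead-coupled RGS4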
Bcl-XL Bim block: inhibitors of Bim-Bcl-XL interaction, human; Q07817; Bim peptide-Bcl-XL binding, bead flow cytometry, fluorescence; inhibition, % at 10 µM; 0.04% of 190,000 active; AID 1007
Target sequence (Q07817 whole entry, looked up): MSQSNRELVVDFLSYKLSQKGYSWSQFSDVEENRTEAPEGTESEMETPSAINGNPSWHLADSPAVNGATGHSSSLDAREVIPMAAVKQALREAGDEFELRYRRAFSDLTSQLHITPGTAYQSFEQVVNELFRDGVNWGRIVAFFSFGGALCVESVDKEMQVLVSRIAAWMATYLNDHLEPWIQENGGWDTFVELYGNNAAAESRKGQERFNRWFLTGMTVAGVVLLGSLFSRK
Starred values were filed as active, the others as inactive; u = inconclusive. Rule as the data show it, unless noted: active = inhibition above about 40%. This is a random part of the collection (roughly 1.8% active in at least one column).

nr	Bcl-2 Bim block	Mcl-1 Bim block	Bcl-XL Bim block	Mcl1-Bid inh	Bfl-1 Bim block	RGS8-Gao reg	RGS4-Gao reg	Bim-Bcl-W	Bim-Bcl-B	RGS7-Gao reg	GSH fluor	compound
1	0.0	1.0	-1.0	-22.7	-3.0	103.5	102.8	-1.0	-2.0	101.4	20	CC(=O)c1ccc(N2CCN(C(=S)Nc3ccc(Oc4ccccc4)cc3)CC2)cc1
2	-11.0	0.0	2.0	-69.7	-13.0	98.9	99.6	-2.0	-7.0	98.2	51	COC(=O)[C@H](CCSC)NC(=O)Nc1ccc(OC)cc1
3	-3.0	-1.0	-7.0	-11.1	2.0	104.5	100.0	-2.0	-11.0	98.7	6	O=C(NCCN1C(=O)S/C(=C\c2ccc(Cl)cc2)C1=O)c1ccc(F)c(S(=O)(=O)N2CCOCC2)c1
4	2.0	0.0	0.0	-18.3	-3.0	99.5	101.5	-1.0	-1.0	109.1	14	O=C(Nc1ccc(F)c([N+](=O)[O-])c1)C(=O)c1c(O)[nH]c2ccccc12
5	0.0	1.0	0.0	-27.7	0.0	101.5	113.4	-1.0	1.0	105.3	10	CCOC(=O)c1ccc(NC(=O)c2cc3ccccc3o2)cc1
6	2.0	4.0	1.0	-4.2	2.0	99.7	102.2	3.0	1.0	100.5	16	COC(=O)Nc1ccc(S(=O)(=O)NCc2ccccn2)cc1
7	-12.0	0.0	-9.0	-14.5	-10.0	93.5	89.8	-3.0	-9.0	88.8	13	O=C(CSc1nnnn1-c1ccccc1)Nc1ncc2c(n1)CC(c1ccccc1)CC2=O (stereo not drawn)
8	-11.0	-1.0	-16.0	-10.5	-9.0	95.8	103.1	-3.0	-9.0	96.1	31	Cc1cc(Nc2ccccc2)n(-c2cccc(Cl)c2)n1
9	-1.0	1.0	1.0	-12.6	-4.0	99.2	98.6	1.0	-1.0	95.2	15	Cc1cccc(N2CC(O)(c3cccs3)[N+]3=C2CCCC3)c1C (stereo not drawn)
10	-7.0	-2.0	-3.0	-17.5	-2.0	99.3	95.4	-4.0	-3.0	94.2	41	CCSC1(SCC)N=C(N)C2(C#N)C(c3ccc(OC)c(OC)c3OC)C12C#N (stereo not drawn)
11	0.0	-1.0	-3.0	1.6	0.0	108.5	102.0	-3.0	-1.0	98.6	22	O=C(Nc1ccccc1Oc1ccccc1)C1CCCC1
12	-2.0	0.0	-2.0	-21.5	-4.0	100.5	98.4	-1.0	-7.0	92.3	8	COc1cccc(N/C(N)=N/c2nc(C(F)(F)F)cc(C(F)(F)F)n2)c1
13	-9.0	-5.0	-15.0	12.4	-8.0	102.0	105.7	-5.0	-11.0	102.3	34	Cc1cc(C)cc(-n2nnc(C(=O)NCc3ccccc3Cl)c2N)c1
14	-1.0	-2.0	-7.0	-22.4	-7.0	102.4	104.0	0.0	0.0	101.2	11	O=C(CSc1nnnn1C1CCCCC1)Nc1ccccc1N1CCOCC1
15	0.0	0.0	-2.0	-11.2	-5.0	102.4	99.4	0.0	0.0	96.2	25	NCCc1nnc(SCc2c(F)cccc2Cl)o1
16	3.0	0.0	1.0	-41.7	14.0	100.4	98.3	1.0	3.0	98.5	22	CCOC(=O)c1c(C)n(-c2ccc(C)cc2)c2c(C(C(C)=O)C(=O)O)c(Br)c(O)c(O)c12 (stereo not drawn)
17	-5.0	-1.0	-8.0	-2.1	-12.0	100.2	101.0	0.0	-7.0	96.7	18	O=C(c1ccco1)N1CCN=C1SCc1cccc(F)c1
18	-3.0	-1.0	-1.0	-14.2	-7.0	102.7	100.6	0.0	-2.0	98.8	21	CN1C(=O)/C(=C/c2ccc(C(=O)NC3CCCC3)cc2)Oc2ccccc21
19	0.0	-1.0	0.0	-5.9	-2.0	99.7	98.7	0.0	0.0	97.8	11	O=c1oc(Nc2cccc(Cl)c2)nc2ccccc12
20	-4.0	-3.0	-1.0	-16.6	-1.0	105.9	108.1	-4.0	-2.0	103.8	20	Cc1ccc(NC(=O)c2cc([N+](=O)[O-])ccc2NCc2cccnc2)cc1Cl
21	-4.0	-5.0	-6.0	16.2	-5.0	100.7	100.4	-6.0	-6.0	98.4	22	CS(=O)(=O)N(CC(=O)NCc1ccco1)Cc1ccc(Cl)cc1
22	-1.0	-1.0	0.0	4.2	-1.0	103.7	102.1	0.0	0.0	100.6	12	CCOC(=O)Oc1ccc2c(=O)c(Oc3cccc(C)c3)coc2c1
23	-1.0	-5.0	-9.0	-5.9	0.0	99.8	101.5	-3.0	-6.0	100.4	14	Cc1nc2cc(C(=O)O)ccc2n1C1CCCCC1
24	-10.0	-3.0	-5.0	-18.0	-16.0	100.3	103.0	-1.0	-11.0	101.3	28	CN1CCN(S(=O)(=O)c2ccc(NC(=O)c3csc4ccccc34)cc2)CC1
25	1.0	1.0	3.0	-41.0	13.0	99.8	104.8	5.0	-34.0	104.8	12	CC1CCN(CCCn2c(=S)[nH]c3c(sc4ccc([N+](=O)[O-])cc43)c2=O)CC1
26	2.0	0.0	-3.0	-79.4	-1.0	99.9	102.6	-2.0	-31.0	106.7	14	COc1ccccc1N1C(C)=CC(=C(C#N)c2nc3ccccc3s2)C=C1C
27	1.0	-2.0	-2.0	-1.5	0.0	100.4	100.5	-3.0	-4.0	98.8	19	Cc1ccc(NC(=O)OCCN2CCN(Cc3ccccc3)CCC2=O)cc1C
28	-5.0	-1.0	-11.0	-33.0	-8.0	99.9	98.0	2.0	-4.0	98.3	34	COc1ccc(C(=O)CSc2nnc(COc3ccccc3)n2Cc2ccco2)cc1
29	-12.0	-2.0	-6.0	-1.8	-16.0	98.5	101.8	0.0	-5.0	102.8	27	CCN(CC)S(=O)(=O)c1ccc(OC)nc1
30	-3.0	-3.0	-2.0	0.2	-6.0	97.4	93.8	-1.0	-2.0	99.3	9	COc1ccc(Cl)cc1C(=O)CSc1nnnn1C
31	-9.0	-3.0	-1.0	5.2	-10.0	105.0	105.2	-4.0	-9.0	102.7	26	CCOC(=O)C1CCN(C(=O)c2ccc(OC)cc2OC)CC1
32	-2.0	1.0	-2.0	-46.3	-5.0	99.9	100.0	-3.0	0.0	101.6	13	CC(=O)Nc1ccc(CN2CCc3c([nH]c4ccccc34)C2c2ccccn2)cc1 (stereo not drawn)
33	4.0	4.0	1.0	1.8	11.0	94.3	92.0	8.0	5.0	92.3	14	O=c1c2c3nc4ccccc4nc3n(Cc3ccccc3)c2ncn1Cc1ccco1
34	-11.0	0.0	-5.0	-7.9	-10.0	106.9	104.1	1.0	-8.0	100.3	14	Cc1onc(-c2c(Cl)cccc2Cl)c1C(N)=O
35	-3.0	-1.0	-2.0	12.3	-9.0	104.1	104.3	0.0	-7.0	103.2	28	c1ccc(CSc2nnc(NC3=NCCCCC3)s2)cc1
36	-5.0	-3.0	-7.0	45.6	-3.0	101.2	104.3	-4.0	-6.0	100.4	11	Nc1ccc2nc(CCc3ccccc3)[nH]c2c1
37	10.0	6.0	0.0	-59.2	-1.0	58.0*	59.5	9.0	29.0	57.8	7	Cn1cccc1C1Nc2ccccc2NC2=C1C(=O)CC(C)(C)C2 (stereo not drawn)
38	4.0	0.0	0.0	4.5	2.0	95.4	96.2	0.0	0.0	98.7	13	Cc1ccccc1OCCOc1cccc(/C=N/NC(=O)Cc2nnc(N)s2)c1
39	0.0	0.0	-13.0	-25.5	-2.0	124.5	127.9	-5.0	-2.0	112.0	31	COCCCNC(=S)NC1CC2CCCC(C1)N2Cc1ccco1 (stereo not drawn)
40	-2.0	-4.0	-4.0	-36.5	0.0	100.7	103.8	-3.0	-6.0	98.6	25	COc1cc(/C=N/NC(N)=S)ccc1OC(=O)c1ccc(C)cc1
41	-4.0	-2.0	-7.0	-9.5	-13.0	101.1	98.5	-8.0	-10.0	u	17	CCC(C)(C)NC(=O)/C=C/c1ccccc1[N+](=O)[O-]
42	-1.0	-2.0	-2.0	-11.6	-2.0	104.4	100.3	-2.0	-6.0	101.0	27	O=C(NC1CCCCCC1)C1CCN(S(=O)(=O)N2CCC3(CC2)OCCO3)CC1
43	-6.0	3.0	-2.0	-22.3	-5.0	97.9	98.8	1.0	-5.0	104.8	22	O=C(c1cc(-c2ccccc2O)on1)N1CCc2ccccc2C1
44	-6.0	0.0	-2.0	-3.6	-13.0	102.2	99.3	0.0	-5.0	98.5	17	CC(C)CN(C(=O)COC(=O)C12CC3CC(CC(O)(C3)C1)C2)C1CCS(=O)(=O)C1 (stereo not drawn)
45	-1.0	2.0	0.0	-41.8	4.0	99.6	95.9	2.0	0.0	u	15	COC(=O)C1=C(C)NC(=O)/C1=C\c1cc(C)n(-c2ccc(F)cc2)c1C
46	-4.0	-2.0	-5.0	-4.6	-5.0	101.8	106.5	0.0	-4.0	103.2	21	COc1ccc(Br)cc1S(=O)(=O)n1ccnc1
47	0.0	-3.0	-1.0	-12.0	-1.0	100.8	101.8	-2.0	-3.0	98.5	19	Cc1ccc(C(=O)NCc2ccc3c(c2)OCO3)cc1S(=O)(=O)N1CCOCC1
48	-5.0	-6.0	-10.0	10.9	0.0	101.3	95.4	-7.0	-8.0	99.5	12	O=C1NC(=Nc2ccc(Cl)cc2)SC1Cc1cc(Cl)ccc1Cl (stereo not drawn)
49	-1.0	-2.0	-2.0	-30.6	-5.0	100.0	97.5	-1.0	-6.0	94.5	21	Cc1cc(=O)oc2c(CN3CC(C)OC(C)C3)c(O)c(Cl)cc12 (stereo not drawn)
50	-6.0	0.0	-4.0	0.4	-4.0	100.5	102.6	0.0	-7.0	103.8	13	C1CCN(CCCNC2C3CC4CC(C3)CC2C4)C1 (stereo not drawn)
51	-3.0	0.0	0.0	-10.9	-2.0	98.8	99.2	-1.0	-4.0	100.3	25	COc1cc(C(=O)NCCOc2cccc(C)c2)c(Br)c(OC)c1OC
52	-2.0	0.0	-3.0	-7.4	-4.0	103.4	104.5	1.0	-6.0	103.4	12	COc1cc(CC(=O)NCc2cccs2)cc(OC)c1OC
53	-5.0	-9.0	-6.0	-49.5	5.0	103.1	102.3	-5.0	-9.0	103.0	4	CC1CCCCN1C(=S)Nc1ccc2nc3n(c(=O)c2c1)CCCCC3 (stereo not drawn)
54	-3.0	-6.0	-12.0	-49.5	-6.0	94.0	97.6	-4.0	-19.0	98.1	20	CC(=O)/C(=N/Nc1ccccc1)Sc1nnc(CCc2ccccc2)n1-c1ccccc1
55	8.0	4.0	4.0	-0.9	22.0	7.9*	-6.6*	9.0	-11.0	0.6*	20	c1ccc(-c2nc(-c3ccco3)n3ccccc23)cc1
56	-1.0	0.0	-7.0	-23.9	-2.0	95.6	92.2	-5.0	-5.0	107.3	22	CNCc1cc(Cl)cc(OC)c1OC(C)C
57	-1.0	-28.0	-9.0	6.3	3.0	68.9	91.0	-5.0	-4.0	88.4	9	CC1CCCN(C(=O)CSc2nnc(-c3ccncc3)n2C)C1 (stereo not drawn)
58	-3.0	-3.0	-6.0	-15.7	-1.0	100.8	97.4	-3.0	-3.0	94.5	9	NS(=O)(=O)c1ccc(CNC(=O)/C=C/c2cccc(Cl)c2)cc1
59	-1.0	-1.0	-12.0	4.1	0.0	101.3	103.9	-6.0	-2.0	98.9	17	CCOC(=O)c1cccc(NC(=O)CCS(=O)(=O)c2ccc(Br)s2)c1
